HKDC1 inhibitor = HKDC1 (human) hexokinase inhibition | Q2TB90 | recombinant HKDC1, G6PDH/diaphorase resazurin coupled fluorescence | inhibition, % at 20 µM | 340,000 compounds, 0.16% hits;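 active = inhibition above about 35% when tested at 20 µM, limit read from the data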;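 note: plate controls were DMSO wells with enzyme for no effect and DMSO wells lacking enzyme for full effect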
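Material – in-house recombinant HK5 (HKDC1) enzyme · Quantity – HKDC1 at 5 µg/mL · Buffer or medium – pH 8.0 Tris buffer with 10 mM MgCl2 · Reagent – glucose with 1 mM ATP · Dosing – single 20 µM dose · Times – reaction time 90 min, room temperature, protected from light · Technique – resorufin fluorescence at 613 nm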
ATG4B inhibitor = inhibitors of human ATG4B cysteine protease; 340,000 compounds, 0.51% hits; ATG4B cleavage of LC3-PLA2, NBD-HPC fluorescence, 1 h; inhibition, % at 8.33 µM; in the data active = inhibition above about 40%
Target sequence (Q9Y4P1 whole entry, looked up): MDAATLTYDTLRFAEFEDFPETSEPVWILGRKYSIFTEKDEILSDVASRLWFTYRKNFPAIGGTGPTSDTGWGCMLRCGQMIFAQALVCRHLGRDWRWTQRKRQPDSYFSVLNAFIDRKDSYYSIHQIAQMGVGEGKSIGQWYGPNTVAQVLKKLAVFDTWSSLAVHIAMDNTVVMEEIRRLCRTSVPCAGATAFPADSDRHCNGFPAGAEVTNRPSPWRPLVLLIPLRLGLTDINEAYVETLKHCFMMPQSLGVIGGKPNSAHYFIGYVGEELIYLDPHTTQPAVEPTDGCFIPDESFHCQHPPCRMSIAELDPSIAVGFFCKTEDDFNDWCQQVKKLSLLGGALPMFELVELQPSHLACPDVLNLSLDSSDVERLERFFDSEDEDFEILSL
APOBEC3A inh = human APOBEC3A DNA deaminase inhibition; P31941; recombinant A3A, FAM/TAMRA ssDNA deamination fluorescence; inhibition, % at 20 µM; 330,000 compounds, 0.41% hits;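 active = at least 40% inhibition at 20 µM here, with at most 30% in a related deaminase screen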;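 note: plate controls were A3A with DMSO for no effect and wells lacking A3A enzyme for full effect; some results filed as inactive read as strong as hits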
PfG6PD inh = PfG6PD (Plasmodium falciparum) enzyme inhibition; PfGluPho enzyme, NADPH resazurin-diaphorase fluorescence; inhibition, % at 20 µM; 350,000 compounds, 0.78% hits;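 active = inhibition reaching at least a set limit at 20 µM in the primary screen, cut at about 59% in these data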;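 note: 0% = DMSO wells with substrate and 100% = DMSO wells lacking glucose-6-phosphate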
hIAP block = human IAP inhibition; purified IAP, CDP-Star luminescence, 30 min; inhibition, % at 10 µM; 330,000 compounds, 0.12% hits;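 active = inhibition reaching a set limit with compound at 10 µM in the primary screen, cut at about 35% in these data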;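 note: plate controls were DMSO wells with enzyme for no effect and no-enzyme buffer wells for full effect; values of inactives mirror those of a sister screen read the other way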
Target sequence (P09923 whole entry, looked up): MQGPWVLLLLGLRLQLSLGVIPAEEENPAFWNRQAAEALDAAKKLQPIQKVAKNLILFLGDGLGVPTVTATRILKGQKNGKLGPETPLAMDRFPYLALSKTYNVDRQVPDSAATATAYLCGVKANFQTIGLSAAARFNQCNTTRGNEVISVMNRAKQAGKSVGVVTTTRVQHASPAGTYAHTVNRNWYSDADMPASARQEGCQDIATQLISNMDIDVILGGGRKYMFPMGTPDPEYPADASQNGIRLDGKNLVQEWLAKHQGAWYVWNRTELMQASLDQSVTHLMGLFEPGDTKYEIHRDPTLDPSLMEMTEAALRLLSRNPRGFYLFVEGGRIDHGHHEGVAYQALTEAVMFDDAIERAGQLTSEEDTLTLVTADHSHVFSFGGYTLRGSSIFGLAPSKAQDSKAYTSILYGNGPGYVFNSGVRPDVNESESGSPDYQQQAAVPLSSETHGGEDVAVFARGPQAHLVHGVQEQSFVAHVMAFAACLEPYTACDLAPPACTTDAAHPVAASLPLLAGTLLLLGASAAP
mIAP block = blocks mouse intestinal alkaline phosphatase; purified mouse IAP, CDP-Star luminescence, 30 min; inhibition, % at 10 µM; 330,000 compounds, 0.2% hits; AID 2806;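 active = inhibition of at least 40% at 10 µM in the primary screen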;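 note: plate controls were DMSO with enzyme for no effect and no enzyme wells for full effect; values of inactives mirror those of a sister screen read the other way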
hIAP act = human IAP activation; 330,000 compounds, 0.16% hits; purified human IAP, CDP-Star luminescence, 30 min; active compounds read high; 1 = vehicle-only enzyme, 0 = enzyme-free background; P09923; activation factor at 10 µM;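 active = activation factor of the enzyme at least 2-fold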; note: the source names both 10 and 20 µM as test concentration; values of inactives mirror those of a sister screen read the other way
mIAP activ = mouse IAP activation; muIAP, CDP-Star luminescence, 30 min; active compounds read high; 1 = vehicle-only enzyme signal, 0 = enzyme-free wells; activation factor at 10 µM; 330,000 compounds, 0.24% hits; AID 2805;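 active = activation factor of at least 2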; note: the source names both 10 and 20 µM as test concentration; values of inactives mirror those of a sister screen read the other way
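System: mouse IAP enzyme. Reagent: CDP-Star chemiluminescent phosphatase substrate. Benchmarks: DMSO wells, no-enzyme wells. Times: 30 min enzyme-substrate-compound incubation at room temperature. Detection: luminescence from enzymatic CDP-Star hydrolysis. Doses: test compounds delivered from DMSO solution.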
Active calls of the source: *; i = inactive; / = no result given.

Start of the listing, in advance (two entries):
1) O=C(CN(Cc1ccccc1Cl)C(=O)Cn1nnc(-c2cccs2)n1)NCC1CCCO1 (stereo not given)
2) CCN(CC)S(=O)(=O)c1ccc(N2CCCC2)c(NC(=O)Cc2cc(OC)c(OC)c(OC)c2)c1
assay / compound	1	2
mIAP activ	1.1	1.1
PfG6PD inh	-6	-1
mIAP block	-7	-7
hIAP block	6	-10
hIAP act	0.94	1.1
APOBEC3A inh	-2	-2
ATG4B inhibitor	-17	-3
HKDC1 inhibitor	-12	-4

Main list (from the top)
1) O=C(CN(Cc1ccccc1Cl)C(=O)Cn1nnc(-c2cccs2)n1)NCC1CCCO1 (stereo not given)
2) CCN(CC)S(=O)(=O)c1ccc(N2CCCC2)c(NC(=O)Cc2cc(OC)c(OC)c(OC)c2)c1
3) CC(NC(=O)c1cccnc1Sc1ccccc1)c1ccc(S(N)(=O)=O)cc1 (stereo not given)
4) COc1cc(/C=C2/C(=O)ON=C2C)ccc1OCc1ccccc1F
5) Cc1ccc(NC(=S)NCC2CCCO2)cc1 (stereo not given)
6) Cc1c(C(=O)Nc2ccc(OC(F)(F)F)cc2)sc2nc3n(c(=O)c12)CCC3
7) CSc1nc(Oc2ccc3ccccc3c2)c2sccc2n1
8) CCN(CC)C(=O)c1cc(S(=O)(=O)N2CCCCC2)c[nH]1
assay / compound	1	2	3	4	5	6	7	8
mIAP activ	1.1	1.1	1	1	0.98	0.92	0.94	0.98
PfG6PD inh	-6	-1	0	4	-9	15	11	-5
mIAP block	-7	-7	-1	0	2	8	6	2
hIAP block	6	-10	-15	7	-3	7	8	11
hIAP act	0.94	1.1	1.2	0.93	1	0.93	0.92	0.89
APOBEC3A inh	-2	-2	7	-2	-9	0	-14	0
ATG4B inhibitor	-17	-3	-2	10	7	5	6	0
HKDC1 inhibitor	-12	-4	-7	2	-5	13	-1	2

9) O=S(=O)(c1ccccc1)N1CCNCC1
10) CC/C(=N\NC(=O)c1ccc(-c2ccccc2)cc1)C12CC3CC(CC(C3)C1)C2
11) CCCc1nn2c(=O)cc(COc3cccc(NC(=O)c4ccco4)c3)nc2s1
12) CC1CC(C)CN(CCCNS(=O)(=O)c2ccc3c(c2)CCN3C(=O)C2CC2)C1 (stereo not given)
13) COc1ccc([C@@H]2C[C@H](c3ccccc3)Oc3cc(OC)c(OC)c(OC)c32)cc1
14) Fc1ccc2nc(N3CCOCC3)sc2c1
15) O=C(COC(=O)C1COc2ccccc2O1)Nc1ccc(Cl)cc1 (stereo not given)
16) Cc1ccc(/C=N/NC(=O)c2cccs2)s1
assay / compound	9	10	11	12	13	14	15	16
mIAP activ	0.96	1	0.88	1	1	0.97	1.1	0.98
PfG6PD inh	5	4	8	17	18	-4	5	12
mIAP block	4	-4	12	-2	0	3	-8	2
hIAP block	-13	-4	-2	-26	-6	-11	3	-4
hIAP act	1.1	1	1	1.3	1.1	1.1	0.97	1
APOBEC3A inh	-2	-2	-2	-3	-1	1	-3	1
ATG4B inhibitor	7	-10	-9	2	-13	-6	-42	-17
HKDC1 inhibitor	0	7	1	-7	37*	-9	-2	-5

Part of the list above, reduced to mIAP activ, hIAP block and PfG6PD inh.
| no. | SMILES | mIAP activ | hIAP block | PfG6PD inh |
| --- | --- | --- | --- | --- |
| 12 | CC1CC(C)CN(CCCNS(=O)(=O)c2ccc3c(c2)CCN3C(=O)C2CC2)C1 (stereo not given) | 1 | -26 | 17 |
| 13 | COc1ccc([C@@H]2C[C@H](c3ccccc3)Oc3cc(OC)c(OC)c(OC)c32)cc1 | 1 | -6 | 18 |
| 14 | Fc1ccc2nc(N3CCOCC3)sc2c1 | 0.97 | -11 | -4 |
| 15 | O=C(COC(=O)C1COc2ccccc2O1)Nc1ccc(Cl)cc1 (stereo not given) | 1.1 | 3 | 5 |

Next section:
17) Cc1ccc(COn2nnc3ccc(S(=O)(=O)N4CCOCC4)cc32)cc1
18) COc1ccc(OC(C)C(=O)Nc2ccc(F)cc2F)cc1 (stereo not given)
19) COc1ccccc1C1C2=C(CC(C)(C)CC2=O)N(CC(=O)O)C2=C1C(=O)CC(C)(C)C2
20) C=CCSc1nnc(NC(=O)C2CC(=O)N(Cc3ccc(C)cc3)C2)s1 (stereo not given)
21) COCCSc1ccccc1C(=O)Nc1ccc(Cl)cc1
22) O=C1CSC(=Nc2ccc(O)cc2)N1
23) O=C(CCCc1nc2ccccc2s1)NCc1ccc(F)cc1
24) CCOc1cc(CNC(C)(C)CO)cc(Br)c1OCc1ccc(Cl)cc1Cl
assay / compound	17	18	19	20	21	22	23	24
mIAP activ	1	0.98	0.91	0.92	1.1	0.97	1	0.95
PfG6PD inh	0	4	1	-17	41	0	-9	16
mIAP block	-3	2	9	8	-7	3	-2	5
hIAP block	10	9	-12	-4	-1	12	14	11
hIAP act	0.91	0.91	1.1	1	1	0.88	0.86	0.89
APOBEC3A inh	-1	-2	-5	10	1	0	-1	2
ATG4B inhibitor	4	-6	7	-7	-9	-1	10	-3
HKDC1 inhibitor	-1	-8	1	2	10	-4	-10	17

25) Cc1nn(C(C)C)c(C)c1CN1CCC(C(=O)Nc2cccc(-c3cccc(F)c3)c2)CC1
26) COc1ccc(C(=O)Nc2cccc(NC(C)=O)c2)cc1OC
27) COc1cccc(C(=O)NCC(=O)N/N=C/c2cccc(OC(=O)c3ccc([N+](=O)[O-])cc3)c2)c1
28) CC(C)Cn1c(=O)c2c(nc3n2CC(C)CN3Cc2ccccc2)n(C)c1=O (stereo not given)
29) Cc1noc(NS(=O)(=O)c2ccc(N/C=C\C(=O)c3ccc4c(c3)OCO4)cc2)c1C
30) COc1ccc(S(=O)(=O)N2CCCCC2)cc1NC(=O)c1ccc2ccccc2n1
31) CCN(CC)S(=O)(=O)c1ccc(OC)c(NC(=O)COc2ccc3c(C)cc(=O)oc3c2)c1
32) Cc1ccc(S(=O)(=O)NCC(=O)NNC(=O)c2ccc(Br)cc2)cc1C
assay / compound	25	26	27	28	29	30	31	32
mIAP activ	4.7*	0.95	0.9	0.92	0.94	0.97	0.96	0.72
PfG6PD inh	15	-10	4	-6	-37	4	16	-27
mIAP block	-373	5	10	8	6	3	4	28
hIAP block	i	-1	-1	-17	15	-8	1	-93
hIAP act	11*	1	1	1.2	0.85	1.1	0.99	1.9
APOBEC3A inh	0	-2	-2	-6	-4	1	0	-4
ATG4B inhibitor	-6	-1	-8	-3	1	-10	-15	-9
HKDC1 inhibitor	7	-2	-8	1	-1	-8	-3	-10

33) FC(F)(F)c1nc2ccccc2n1CCNc1nc(CN2CCCCC2)cs1
34) Cc1ccc(NC(=O)CS(=O)CC(=O)Nc2cccc(C)c2C)cc1F (stereo not given)
35) COc1cccc(CN(C)C(=O)c2cc(-c3ccc(OC)c(OC)c3)nc3ccccc23)c1
36) O=C(/C=C/c1ccc(Cl)cc1)N(Cc1ccccc1)C1CCS(=O)(=O)C1 (stereo not given)
37) Cc1ccc(NC(=O)COC(=O)c2ccc(-n3cccn3)cc2)cc1C
38) O=c1cc(CO)oc(C(Nc2ccccn2)c2ccc(F)cc2)c1O (stereo not given)
39) CN1CCN(S(=O)(=O)c2ccc(N(C)CC(=O)Nc3ccc(F)cc3)nc2)CC1
40) COc1ccc(CCC(=O)NNC(=O)c2ccc(F)cc2)cc1
assay / compound	33	34	35	36	37	38	39	40
mIAP activ	1	0.99	1	1	0.96	0.88	1	0.94
PfG6PD inh	4	6	10	14	-6	-2	/	12
mIAP block	-3	1	0	-2	4	12	-3	6
hIAP block	17	-1	-2	-10	16	-16	3	-16
hIAP act	0.83	1	1	1.1	0.84	1.2	0.97	1.2
APOBEC3A inh	-4	-3	0	-2	-3	-5	1	-3
ATG4B inhibitor	-12	-17	-8	-18	-7	-2	/	0
HKDC1 inhibitor	-2	4	-3	13	-5	-7	/	1

41) CCOc1ccc(NC(=O)C(CC)NC(=O)c2ccccc2CO)cc1 (stereo not given)
42) CCN(CC)C(=O)c1cc([N+](=O)[O-])cc2c1-c1ccc([N+](=O)[O-])cc1C2=C(C#N)C#N
43) Cc1ccc(C(=O)N/N=C\c2cccs2)cn1
44) CC(C)N(C(=O)[C@H]1C[C@H](CC(=O)NC(C)(C)C)C(=O)N2CCc3c([nH]c4cc(CCC(=O)N(C)C)ccc34)[C@]12C)C(C)C
45) CCOC(=O)c1c(S(=O)(=O)NCCCc2ccco2)c(C)n(C)c1C
46) Cc1cccc(C)c1NC1=NCCCCC1
47) O=C(CS(=O)CC(=O)N(c1ccccc1)C(C(=O)NC1CCCC1)c1cccs1)Nc1ccc(F)cc1 (stereo not given)
48) CCOc1ccc(NC(=O)Cn2nnc(-c3ccccc3NC(=O)C3CC3)n2)cc1
assay / compound	41	42	43	44	45	46	47	48
mIAP activ	0.98	0.97	0.99	1.1	0.95	0.97	0.94	1.1
PfG6PD inh	-9	56	-15	-7	4	-15	-1	-10
mIAP block	2	3	1	-14	5	3	6	-13
hIAP block	-4	6	-18	/	-7	0	20	-92
hIAP act	1	0.94	1.2	/	1.1	1	0.8	1.9
APOBEC3A inh	-3	-1	4	2	0	5	-2	0
ATG4B inhibitor	-4	-9	10	-8	-1	1	10	-1
HKDC1 inhibitor	6	25	9	4	-5	-7	-1	-2

49) OCCNc1nc(Nc2ccccc2OC(F)(F)F)nc(N2CCCC2)n1
50) COc1ccc(C(=O)NCC(=O)OCC(=O)NC2CCCC2)cc1
51) CCC(C)NC(=O)Cn1c(-c2ccccc2)cc(C(C)=O)c1C (stereo not given)
52) COc1ccc(C2C(C(=O)Nc3cc(C)on3)c3ccccc3C(=O)N2C)cc1OC (stereo not given)
53) O=C(CCN1C(=O)COc2ccccc21)N1CCCCC1
54) Cc1ccc(/C=C2\SC(=S)N(CCCC(=O)NNC(=O)c3ccccc3O)C2=O)cc1
55) Cc1ccc(C(=O)OCc2c(C)noc2C)cc1NC(=O)c1ccco1
56) CC1CCCCN1C(=O)CCc1nnc(Cc2c[nH]c3ccccc23)o1 (stereo not given)
assay / compound	49	50	51	52	53	54	55	56
mIAP activ	1.1	0.99	0.99	1	0.97	0.7	1	0.96
PfG6PD inh	14	-9	-1	4	-8	-43	-3	-5
mIAP block	-7	1	1	0	3	30	-4	4
hIAP block	5	-1	-14	3	6	-47	8	-12
hIAP act	0.95	1	1.1	0.97	0.94	1.5	0.92	1.1
APOBEC3A inh	2	-3	0	0	0	-1	1	-4
ATG4B inhibitor	-8	-5	-10	-19	-1	2	-13	9
HKDC1 inhibitor	-3	7	-6	2	-5	13	4	-1

57) CC(C)(C)NC(=O)CN(C(=O)CS(=O)CC(=O)Nc1ccc(F)cc1)c1cccc(F)c1 (stereo not given)
58) Cc1[nH]nc2c1C(c1ccc(-c3ccccc3C#N)o1)C(C#N)=C(N)O2 (stereo not given)
59) COC(=O)c1cccc(NC(=O)CCCOc2cccc(C)c2)c1
60) CCn1nnnc1SCC(=O)N1CCN(Cc2ccc3c(c2)OCCO3)CC1
61) CCOC(=O)c1c(C)[nH]c(C(=O)OC(C)C(=O)NC2CCCCC2C)c1C (stereo not given)
62) COc1ccccc1OCC(O)Cn1c(Br)nc2c1c(=O)[nH]c(=O)n2C (stereo not given)
63) O=C(NCCN1CCOCC1)c1ccc2c(c1)N(Cc1ccc(F)cc1)C(=O)c1ccccc1S2(=O)=O
assay / compound	57	58	59	60	61	62	63
mIAP activ	1.1	0.98	0.99	1.1	1.3	1	0.95
PfG6PD inh	-20	1	8	-12	-8	14	-8
mIAP block	-13	2	1	-8	-28	-4	5
hIAP block	-4	-7	-3	5	-14	22	7
hIAP act	1	1.1	1	0.95	1.1	0.78	0.93
APOBEC3A inh	-3	13	-4	-1	22	0	-1
ATG4B inhibitor	-2	6	-9	6	-6	0	-5
HKDC1 inhibitor	14	-3	-3	-3	0	-7	-3

Bioassay records from PubChem.
